Growth percent in the NCI-60 one-dose screen (48 h, 10 µM unless noted): 100 = growth as untreated, 0 = no growth, -100 = all killed.
A549/ATCC = A549/ATCC NSCLC. actives 3.7% (n = 81,000)
UACC-257 = UACC-257 melanoma; actives 4.4% (n = 78,000)
SK-MEL-2 = SK-MEL-2 melanoma. AID 1794763. actives 4.7% (n = 77,000)
UACC-62 = UACC-62 melanoma. actives 5.4% (n = 81,000). AID 1794756
MDA-MB-435 = MDA-MB-435 melanoma | AID 1794794 | actives 7.8% (n = 82,000)
M14 = M14 melanoma; actives 6.2% (n = 80,000); AID 1794745
SK-MEL-5 = SK-MEL-5 melanoma; actives 6.4% (n = 80,000)
SK-MEL-28 = SK-MEL-28 melanoma; actives 4.1% (n = 81,000)
An asterisk follows results filed as active; . = not tested or not shown; & = joins results of further samples. The calls were made as follows: active = growth percent below 10; inactive = the rest.

SMILES	A549/ATCC	UACC-257	SK-MEL-2	UACC-62	MDA-MB-435	M14	SK-MEL-5	SK-MEL-28
c1ccc(-c2nc(Nc3nccnn3)c3ccccc3n2)cc1	102	109	112	88	101	99	99	103
CC(C)N(C)c1ccc(N=Nc2cc(Cl)ccc2Cl)cc1	97	101	116	77	110	108	97	107
Nn1c(-c2ccc(Cl)cc2)nc2c(-c3ccc(Cl)cc3)nc3ccc(Cl)cc3c2c1=O	-61*	3.4*	73	30	37	-0.4*	53	-67*
O=C(O)c1ccc(Cl)c2c1C(=O)c1ccccc1C2=O	102	106	104	98	100	95	102	108
Cc1ccccc1[C@@H]1C[C@@H]2Cc3ccc4ccccc4c3N1O2	98	91	.	79	91	96	104	103
COc1ccc(-c2nc3sccn3c2-c2ccnc(NCCNS(=O)(=O)c3ccc(OC)cc3)n2)cc1	75	94	71	78	68	74	54	100
CC[C@@H](C)/C=C(C)/C=C/C(=O)c1c(O)c(-c2ccc(O)cc2)cn(OC2CC(=O)CCC(C)OC(=O)CC2O)c1=O (stereo not given in full)	18	-2.5*	20	-13*	12	-14*	-23*	34
O=C(Cc1ccc([N+](=O)[O-])cc1)NCCc1ccc2c(c1)OCO2	94	106	112	98	106	101	104	103
FC(F)(F)c1ccc(-c2cncnc2NC2CCCCCC2)cc1	91	99	.	100	104	103	98	105
COc1ccc(-c2nc(SCc3nc4ccccc4[nH]3)nc(Nc3ccc(C)cc3)c2C#N)cc1	91	85	92	90	103	101	95	104
CC(=O)Nc1ccc(-c2nc(N3CCOCC3)c3c4c(sc3n2)CCCC4)cc1	79	105	103	64	92	98	89	90
CCOC(=O)CCC(NC(=O)/C=C\c1ccc([N+](=O)[O-])cc1)C(=O)OCC (stereo not given)	105	102	109	108	105	103	107	110
N#Cc1ccc(S(=O)(=O)Nc2cccc3[nH]cnc23)cc1	105	102	.	102	100	104	101	95
Nc1ccc2cc(Cl)ccc2c1	99	104	103	99	99	101	103	111
O=C1CSC(c2ccccc2)N1c1ccccc1 (stereo not given)	103	101	74	103	108	99	98	106
Nc1nc2[nH]cc(CCc3ccc(C(=O)N[C@@H](CC(=O)O)c4nn[nH]n4)cc3)c2c(=O)[nH]1	96	99	100	103	106	106	102	118
CC(=O)C1=C(C)NNc2c3ncnc-3ncn21	100	104	108	100	108	106	100	112
C=CCOc1ccnc(-c2ccccc2)n1	102	104	104	112	109	105	89	82
Nc1ccc(C(=O)CSc2nc3ccccc3[nH]2)cc1	100	107	121	91	96	108	98	116
O=[N+]([O-])c1ccc(Oc2ccc([N+](=O)[O-])cc2)cc1	112	112	110	102	105	105	.	109
S=C(Nc1ccccc1)Nc1nnc(Cc2ccc(Cl)cc2)s1	102	112	119	97	105	106	111	108
CCCCCCC1(C)OCC(C)(C)CO1	97	120	146	105	102	111	104	110
COc1ccc(-c2nc(SCC(=O)Nc3nc(-c4ccc(C)cc4)cs3)[nH]c(=O)c2C#N)cc1	101	105	116	95	100	90	93	89
NNC(=O)C1CC(O)Cc2cc(Cl)ccc2N1 (stereo not given)	79	78	100	97	103	102	98	110
COc1ccc2nc3c(cc2c1)CSc1nnc(-c2ccc[nH]c2=S)n1N3	103	103	98	91	100	103	100	100
Clc1cccc(CNc2c3ccccc3nc3ccccc23)c1	28	45	77	53	47	35	66	66
CCc1ccc2c(c1)C(=O)CCC2	112	119	99	88	122	102	99	106
N#Cc1cnc(Nc2nc3ccccc3s2)nc1N	92	96	97	85	111	104	102	103
O=C(COc1ccc(-c2nc3ccc([N+](=O)[O-])cc3[nH]2)cc1)N=Nc1c(O)[nH]c2ccccc12	109	103	115	104	107	112	100	105
CN(C)c1ccc(/C(=N\N)c2ccccc2)cc1	102	111	92	96	96	95	97	106
N#Cc1c(-c2cccs2)cc(-c2cnccn2)nc1SCC(=O)c1ccc(Br)cc1	96	109	108	91	99	108	98	102
O=C1OC(c2nc3ccccc3s2)=C/C1=C\c1ccc(O)cc1	109	114	110	89	102	105	104	107
COC(=O)C1(C)CCC[C@]2(C)[C@H]3C[C@H]4C(C(C)C)=C[C@]3(CC[C@@H]12)[C@@H]1C(=O)CC[C@H](OC(=O)Cc2c[nH]c3ccccc23)[C@@H]14 (stereo not given in full)	87	98	90	66	106	92	97	106
COc1ccccc1NC(=O)c1cccc(-c2cc(=O)c3c(OC)c(OC)c(OC)cc3o2)c1	69	106	86	53	78	.	42	75
CC(C)(C)CC(C)(C)Nc1c(-c2ccc3c(c2)OCO3)nc2cnccn12	83	101	96	66	99	46	88	94
O=c1[nH]c(=S)[nH]c(O)c1/C=C1\C=c2ccccc2=N\C1=N\c1nccs1	99	109	103	88	102	106	86	100
COc1cc(O)c(OC)c(OC)c1OC	104	104	96	100	105	106	101	113
COc1ccc(Cc2noc(=O)[nH]2)cc1	108	95	105	102	104	110	103	113
Cc1ccc2c(c1)c(=O)n(-c1ccccc1)c1nnc(Nc3ccccc3)n21	93	94	106	91	75	89	87	95
NNc1ncnc2sc3c(c12)CCN(Cc1ccccc1)C3	75	47	82	53	78	63	48	73
NCCNc1nc(Nc2ccc(-c3nc4ccccc4[nH]3)cc2)c2cn[nH]c2n1	101	104	75	.	94	96	.	.
COc1ccc(-c2cc(C(=O)N3N=C(c4ccccc4)CC3c3cc(-c4ccccc4)nn3-c3ccccc3)c3ccccc3n2)cc1 (stereo not given)	103	109	108	90	104	100	98	109
CC(C)c1ccc(C(=O)OC2CCCCC2)cc1	110	104	112	96	100	97	99	100
CCn1cc(C(=O)NN=C2CCCCC2)c(=O)c2ccc(C)nc21	92	94	102	87	87	104	98	93
COC(C(N)=O)c1ccccc1 (stereo not given)	102	111	100	98	99	97	102	108
CC(/C=C1\SC(=S)N(CCC(=O)NC(CC(C)C)C(=O)O)C1=O)=C\c1ccccc1 (stereo not given)	103	99	138	92	100	101	100	102
CCOC(=O)CC[C@H](NC(=O)c1ccc(NC(=O)Cn2c(C)nc3c(c(C)nn3-c3ccc(Cl)cc3)c2=O)cc1)C(=O)OCC	97	91	95	94	105	92	99	101
COc1ccc(/C=N/NC(=O)c2c(Nc3ccccc3)nn(CC(O)c3ccccc3)c2N)cc1OCc1ccccc1 (stereo not given)	96	98	97	84	102	93	97	103
CCCCCCCCCCCC(=O)OCC1OC(n2cnc3c(=S)nc[nH]c32)C(OC(=O)CCCCCCCCCCC)C1OC(=O)CCCCCCCCCCC (stereo not given)	104	80	.	39	42	.	72	118
CC(=O)Nc1cc(Cl)ccc1[N+](=O)[O-]	110	106	107	99	119	97	99	109
COc1ccccc1-c1cn2ccnc2c(-c2ccccc2OC)n1	98	.	103	.	92	85	99	.
O=C(O)CNC(=O)CNC(=O)CNC(=O)CNC(=O)OCc1ccccc1	107	103	104	94	101	109	98	103
O=C1c2cc3c(cc2-c2c1c1ccc(F)cc1c(=O)n2C[C@H](O)[C@H](O)[C@H](O)CO)OCO3	-45*	-43*	-33*	-70*	-76*	-20*	.	-31*
CC1O[C@@H]2C[C@@](O)([C@H]1O)n1c3ccccc3c3c4c(c5c6ccccc6n2c5c31)C(=O)NC4=O (stereo not given in full)	32	48	75	9.6*	43	26	1.4*	69
CC(C)CCC(NS(=O)(=O)c1cc(I)c(N)c(I)c1)C(=O)O (stereo not given)	96	96	100	107	111	107	99	107
CCCCCC(O)(CCC)CCCCC	.	.	108	102	97	99	101	113
COc1ccc2c(ccc[n+]2[O-])c1	117	117	117	106	105	.	105	108
C/C(=N\O)c1ccc(OCC(=O)Nc2ccc(C(=O)/C=C/c3ccc(Cl)cc3)cc2)cc1	67	99	85	38	.	94	93	98
O=C(N/N=C/c1cc2ccccc2n2nnnc12)Nc1ccc(Cl)cc1	97	105	107	98	99	100	97	102
Cc1ccc(O)c(NC(=O)c2cccc(Nc3ccnc(C(F)(F)F)c3)c2)c1	60	59	83	31	60	68	21	100

Structures shown so far containing a nitro group on carbon:
SMILES	A549/ATCC	UACC-257	SK-MEL-2	UACC-62	MDA-MB-435	M14	SK-MEL-5	SK-MEL-28
O=C(Cc1ccc([N+](=O)[O-])cc1)NCCc1ccc2c(c1)OCO2	94	106	112	98	106	101	104	103
CCOC(=O)CCC(NC(=O)/C=C\c1ccc([N+](=O)[O-])cc1)C(=O)OCC (stereo not given)	105	102	109	108	105	103	107	110
O=[N+]([O-])c1ccc(Oc2ccc([N+](=O)[O-])cc2)cc1	112	112	110	102	105	105	.	109
O=C(COc1ccc(-c2nc3ccc([N+](=O)[O-])cc3[nH]2)cc1)N=Nc1c(O)[nH]c2ccccc12	109	103	115	104	107	112	100	105
CC(=O)Nc1cc(Cl)ccc1[N+](=O)[O-]	110	106	107	99	119	97	99	109

Next part:
SMILES	A549/ATCC	UACC-257	SK-MEL-2	UACC-62	MDA-MB-435	M14	SK-MEL-5	SK-MEL-28
Clc1cccc(Nc2ncnc3ccc(-c4cncc(-n5cnnn5)c4)cc23)c1	56	93	106	85	90	53	66	97
Cc1ccc2[nH]c(=O)c(/C=N/Nc3nc(-c4ccccc4)cs3)c(O)c2c1	104	105	101	99	100	100	100	104
COc1ccc(OC)c(Nc2n[nH]c(-c3ccccc3)n2)c1	99	110	89	.	112	109	102	107
Cn1c(=O)c2[nH]c(N/N=C/c3ccccc3Br)nc2n(C)c1=O	101	117	120	97	113	100	103	107
O=C(N=Nc1c(O)n(Cc2ccccc2)c2ccccc12)c1cc(-c2ccccc2)on1	108	114	100	93	104	101	100	109
CCOC(=O)C1=C(Nc2ccc(Br)cc2)C(=O)N(CC)C1	99	.	124	84	101	110	98	101
CCCCCCCCCCCCC(NC(C)=O)(C(=O)OCC)C(=O)OCC	93	99	123	47	100	.	28	83
C=CC(=O)Nc1cccc(-c2nc(SC)nc(NCCCC)c2C#N)c1	76	94	88	84	74	81	93	105
COc1ccc(C(=O)c2sc3nc(C)cc(C)c3c2N)cc1	87	104	99	80	93	100	76	104
O=C1NC(=O)/C(=C/c2cn(-c3ccccc3)nc2-c2ccccc2)S1	76&97	77&100	47&94	62&72	72&86	81&97	43&77	83&95
CC(=O)O[C@H]1CC2CCC3C(CC[C@@]4(C)C3C[C@H]([N+]3(C)CCCCC3)[C@@H]4OC(C)=O)[C@@]2(C)C[C@@H]1N1CCCCC1 (stereo not given in full)	101	98	111	93	100	106	112	108
CC(=O)N[C@@H](CNC(=O)c1cc(NC(=O)c2cc(NC(=O)c3cc(NC(=O)c4nccn4C)cn3C)cn2C)cn1C)CC(=O)Nc1cn(C)c(C(=O)Nc2cc(C(=O)Nc3cc(C(=O)Nc4cc(C(=O)NCCCN(C)CCCNC(=O)c5cccc(C(=O)O)c5)n(C)c4)n(C)c3)n(C)c2)n1	-11*	113	89	59	95	90	97	107
COC(=O)C1CC2(C(=O)OC)CC(C(=O)OC)(CC(C(=O)OC)C2=O)C1=O (stereo not given)	100&105	103&100	101&102	96&101	99&103	90&101	101&101	112&106
Cn1ncc2c(=O)nc3c(C#N)n[nH]n3c21	97	86	125	93	97	96	91	99
O=[N+]([O-])C1(CO)COC(c2ccccc2)OC1 (stereo not given)	104	101	110	102	109	101	102	98
O=[N+]([O-])/C(=C\c1ccco1)c1ccccc1Cl	62	67	61	34	76	66	77	60
Nc1ccc2c(c1)C(=O)C(=O)c1c-2nc2ccccn12	-45*	-68*	-32*	-85*	-87*	-91*	-100*	-29*
CC(=O)OCC(=O)[C@@]1(OC(C)=O)[C@@H](C)CC2C3C[C@H](F)C4=CC(=O)C=C[C@]4(C)[C@@]3(F)[C@@H](O)C[C@@]21C (stereo not given in full)	67	97	101	93	98	91	89	109
O=C1NNC=Nc2c1cnn2-c1ccccc1	113	119	109	101	107	109	102	114
CC(C)n1c2ccc(Br)cc2c2c3c(c4c5ccccc5ccc4c21)C(=O)N(O)C3=O	93	100	104	68	97	103	96	105
CN(C)N=Nc1ccc(C(=O)O)cc1	109	114	100	93	101	102	116	112
O=C(Nc1ccc(Nc2ccncc2)cc1)c1ccc(C(=O)Nc2ccc(Nc3ccncc3)cc2)cc1	69	24	54	38	49	44	34	43
O=C1Nc2ccccc2/C1=C/C(=O)c1ccc(N2CCOCC2)cc1	96	96	99	83	96	100	101	107
Nc1nc(SCC2(CCl)COC2)c2[nH]cnc2n1	98	99	97	96	107	97	107	103
Cc1nc2c(cnn2-c2ccccc2)c(=O)n1-c1ccc(NC(=O)c2ccc(Cl)cc2)cc1	74	46	74	68	70	75	20	83
CCOc1ccc2nc(NCc3ccc(N(C)C)cc3)sc2c1	94	108	102	88	99	101	101	100
CC(C)(C)OC(=O)n1cc(-c2nc(-c3c[nH]c4ncccc34)cs2)c2cc(Br)ccc21	91	129	104	90	113	114	90	128
COc1ccc(C2=NN(C(C)=O)C(c3cc(OC)c(OC)c(OC)c3)C2)cc1 (stereo not given)	108	113	99	101	34	98	93	129
Fc1ccc(COc2ccc(Nc3ncnc4onc(-c5ccccc5)c34)cc2)cc1	86	90	96	72	95	102	94	96

5 compounds out of the list, arranged by number of heavy atoms, low to high:
SMILES	A549/ATCC	UACC-257	SK-MEL-2	UACC-62	MDA-MB-435	M14	SK-MEL-5	SK-MEL-28
O=C1NNC=Nc2c1cnn2-c1ccccc1	113	119	109	101	107	109	102	114
Nc1nc(SCC2(CCl)COC2)c2[nH]cnc2n1	98	99	97	96	107	97	107	103
Nc1ccc2c(c1)C(=O)C(=O)c1c-2nc2ccccn12	-45*	-68*	-32*	-85*	-87*	-91*	-100*	-29*
Cc1nc2c(cnn2-c2ccccc2)c(=O)n1-c1ccc(NC(=O)c2ccc(Cl)cc2)cc1	74	46	74	68	70	75	20	83
O=C(Nc1ccc(Nc2ccncc2)cc1)c1ccc(C(=O)Nc2ccc(Nc3ccncc3)cc2)cc1	69	24	54	38	49	44	34	43

Screening results (PubChem)
